Screens: PubChem, Broad Institute
esBAF inh: SWI/SNF esBAF complex inhibition. mouse ES cells, Bmi1-luciferase knock-in reporter, 24 h; 100% = twice the neutral-well signal. AID 602393. 2% of 350,000 active. reporter increase, % at 12.5 µM; in the data active = activation above about 40%;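 also: 0% = median of the plate's neutral control wells and 100% = double that signal; a rise in the Bmi1 reporter signal indicates esBAF inhibition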
miR-122 sensor: miR-122 inhibition in Huh7 cells; Huh7 miR-122 Renilla luciferase sensor, 48 h; neutral wells = 0, positive control = 100; activation (reporter increase), % at 12.5 µM; 0.3% of 340,000 active; AID 602342;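 active = mean replicate activation score at least 90 and every replicate individually at or above 90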;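 also: higher luciferase means less miR-122 activity so hits act as miR-122 inhibitors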
ARNT TACC3 PPI: disrupts binding between human ARNT and TACC3; AlphaScreen His-ARNT PAS-B/GST-TACC3 binding, luminescence; TACC3 fragment carries E629A point mutation; inhibition, % at 9.99 µM; 0.66% of 390,000 active; AID 623870; Q9Y6A5;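 active = mean inhibition of replicates at least 50% and at least half of replicates each reaching 50%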;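 also: 0% = complete ARNT plus TACC3 wells and 100% = ARNT alone without TACC3; many hits fall short of the cut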
C2C12 statin: suppression of simvastatin myotoxicity; AID 602340; rescue of ATP level, % at 7.49 µM; 0.78% of 330,000 active; C2C12 myotubes + simvastatin, ATP luminescence, 48 h; scaled: DMSO 0, geranylgeraniol control 100;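 active = mean ATP rescue above about 67%, or every replicate alone reaching that limit, limit read from the data, passing the limit was not always enough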;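 also: myotubes were challenged with 10 µM simvastatin during compound exposure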
ERp5 inh: ERp5 (human) disulfide isomerase inhibition. Q15084. ERp5 insulin aggregation, absorbance 650 nm, 90 min. AID 651711. 0.05% of 350,000 active. inhibition, % at 9.99 µM;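 active = mean replicate inhibition above about 25%, with every replicate also reaching it, limit read from the data, passing the limit was not always enough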
Target sequence (Q15084 whole entry, looked up): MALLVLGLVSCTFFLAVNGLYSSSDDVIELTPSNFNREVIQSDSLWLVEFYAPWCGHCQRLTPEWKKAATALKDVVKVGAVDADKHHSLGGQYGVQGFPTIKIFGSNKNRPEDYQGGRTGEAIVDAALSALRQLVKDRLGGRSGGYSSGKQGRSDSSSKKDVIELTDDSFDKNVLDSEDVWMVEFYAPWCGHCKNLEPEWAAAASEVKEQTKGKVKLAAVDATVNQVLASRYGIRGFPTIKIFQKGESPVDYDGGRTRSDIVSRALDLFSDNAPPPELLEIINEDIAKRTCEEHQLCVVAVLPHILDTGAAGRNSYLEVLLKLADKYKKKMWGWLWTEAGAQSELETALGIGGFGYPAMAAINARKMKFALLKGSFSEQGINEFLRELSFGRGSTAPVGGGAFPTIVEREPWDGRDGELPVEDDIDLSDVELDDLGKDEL
SIRT5 inh: blocks human SIRT5 desuccinylation of peptide; 1.1% of 330,000 active; Purified SirT5, succinyl-peptide AMC, trypsin-coupled fluorescence; Q9NXA8; inhibition, % at 15 µM; in the data active = inhibition above about 15%
Target sequence (Q9NXA8 whole entry, looked up): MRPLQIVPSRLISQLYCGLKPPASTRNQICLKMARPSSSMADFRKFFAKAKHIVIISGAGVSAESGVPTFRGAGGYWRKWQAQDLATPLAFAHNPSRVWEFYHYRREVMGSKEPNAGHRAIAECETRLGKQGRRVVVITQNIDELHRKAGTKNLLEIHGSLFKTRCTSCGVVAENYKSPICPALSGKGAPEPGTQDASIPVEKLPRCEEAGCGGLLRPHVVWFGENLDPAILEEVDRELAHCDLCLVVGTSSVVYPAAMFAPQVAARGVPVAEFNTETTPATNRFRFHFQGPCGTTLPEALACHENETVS
Cneo AK release: causes C. neoformans cell lysis; adenylate kinase release luminescence, 4 h; normalised: neutral wells 0, clomiphene wells 100; lysis activity, % at 15 µM; 0.2% of 360,000 active;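 active = mean lysis activity across replicates of at least 80%, whatever share of replicates individually reach that level; inactive = mean lysis activity below 80%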
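Assay system: log-phase C. neoformans yeast / Quantity: yeast cell density of 5 × 10^6 cells/mL / Medium: fresh YPD growth medium / Compound: single dose / Timing: static 4 h at 37 °C with compound, 1 h detection / Measured by: adenylate kinase release luminescence / Read-out: lysis from increased AK signal / Benchmarks: Clomiphene as positive lysis control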
* = called active by the depositor; x = not tested or not shown; [ ] = remark or other dose.

Molecule	esBAF inh	miR-122 sensor	ARNT TACC3 PPI	C2C12 statin	ERp5 inh	SIRT5 inh	Cneo AK release
Cc1noc(C)c1NC(=O)Nc1cccc2c1O[C@H](CN(C)Cc1ccc(-c3ccccc3)cc1)[C@H](C)CN([C@H](C)CO)C2=O	4.3	-2.5[16.7 µM]	-11.0	26.2	-5.7	1.4	40.1
CC(=O)Nc1ccc(CN(C)c2c(C)nc3ccc(C(=O)NCCCn4ccnc4)cn23)cc1	1.4	3.2	x	8.1	-0.3	0.1	0.1
COc1ccc(-n2nc(C(=O)NCC(=O)NCCCN3CCOCC3)c3ccccc3c2=O)cc1OC	-0.1	x	-3.0	-2.4	5.6	-1.6	4.4
Cc1c(C(=O)NCc2ccccc2CN2CCCC2)oc2c(F)cccc12	-2.7	0.2	3.2	-17.0	0.8	-2.2	0.7
O=C(Cn1c(=O)oc2ccccc21)NCc1ccco1	3.2	-4.7	-3.6	x	x	x	1.2
O=C(CCCc1cccs1)N1CCN(S(=O)(=O)c2ccccc2Br)CC1	6.1	0.6	2.7	2.4	x	x	-2.6
CCCCNC(=O)c1cc2c(=O)n3cccc(C)c3nc2n(Cc2ccccc2)c1=N	-1.3	2.5	6.3	-35.7	0.7	-100.0	1.4
Cc1[nH][nH]c(=O)c1[C@@H](c1ccccc1[N+](=O)[O-])C(C#N)C#N	2.4	16.1	0.6	10.9	-1.9	2.5	x
CCCCc1nc2cc(C(=O)N3CCCCC3C(=O)OC)ccc2o1 (stereo not drawn)	64.4*	2.4	-0.9	3.2	-0.6	-2.5	-0.8
Cc1ccc2nc(-c3cccc(-c4cccc(Cl)c4)c3)c(NCc3ccccc3)n2c1	3.8	x	1.7	6.3	-1.1	-0.7	3.0
Cc1ccc(-c2noc(CSc3nnc(Cc4ccccc4)n3-c3ccc(Cl)cc3)n2)cc1	-2.8	4.6	x	35.5	-3.2	2.1	2.9
C[C@H](CO)N1C[C@H](C)[C@H](CN(C)C)Oc2cc(C#CC3CC3)ccc2S1(=O)=O	-4.9	-5.4[16.7 µM]	-1.6	24.6	5.1	-3.2	0.0
O=C(CCNC(=O)Cn1ccc2ccccc2c1=O)NCCN1CCN(c2cccc(Cl)c2)CC1	3.2	-3.5	-32.6	6.6	x	x	-1.2
COc1ccc(CCNC(=O)c2c(O)c3cc(OC)c(OC)cc3[nH]c2=O)cc1OC	-0.9	-1.5	x	-10.2	-2.4	x	0.4
COc1ccc(N(CC(=O)Nc2ccccc2C(F)(F)F)C2=NC3CS(=O)(=O)CC3S2)cc1 (stereo not drawn)	8.9	-10.6	-2.1	-14.2	5.3	-14.4	0.0
O=C(NCc1ccc(Cl)cc1)C1CCCN(C(=O)c2ccc(Cl)cc2)C1 (stereo not drawn)	-4.2	-0.1	-30.7	5.1	-0.4	-1.5	1.7
CN(CC(=O)Nc1c(Cl)cccc1Cl)C(=O)c1ccccc1SCC(=O)N1CCCC1	-12.4	-1.2	-5.5	6.5	-0.9	1.4	0.1
COc1ccccc1NC(=O)N[C@H]1CC[C@H](CC(=O)NCc2ccc(Cl)c(Cl)c2)O[C@@H]1CO	5.0	x	-7.3	-4.3	-0.2	1.7	2.4
FC(F)(F)c1ccccc1Cc1c(C2CCCCC2)nc2c3ccccc3ccn12	3.2	0.9	x	-17.3	3.8	-4.2	1.2
COc1ccc(NC(=O)N(C)C[C@H]2Oc3ccc(NS(C)(=O)=O)cc3C(=O)N([C@@H](C)CO)C[C@H]2C)cc1	0.7	0.8[16.7 µM]	-8.6	-19.1	-5.4	-8.1	1.8
COc1ccc(C(=O)N(C)[C@H]2C[C@H]3c4[nH]c5ccccc5c4CCN3C(=O)[C@H]2CO)cc1	-3.9	-0.8	x	19.8	0.1	-0.6	-2.0
CCn1cc(C(=O)O)c(=O)c2cc(F)c(N3CCN(C(=S)NC(=O)c4ccc(Br)cc4)CC3)cc21	x	1.8	x	x	10.1	0.4	13.0
O=C(NCCC(=O)N1CCCC(C(F)(F)F)C1)c1ccccc1Cl (stereo not drawn)	5.0	-2.2	-2.5	-2.0	6.5	0.3	2.2
Cc1cc(C)nc(/N=C(\N)Nc2ccc(F)c([N+](=O)[O-])c2)n1	0.2	-2.5	8.5	1.1	x	x	-0.5
CCSC(C)CC1CC(=O)CC(=O)C1 (stereo not drawn)	0.9	-2.6	5.9	2.5	x	x	-2.3

The list goes on, starting with the last two of the part before.
Molecule	esBAF inh	miR-122 sensor	ARNT TACC3 PPI	C2C12 statin	ERp5 inh	SIRT5 inh	Cneo AK release
Cc1cc(C)nc(/N=C(\N)Nc2ccc(F)c([N+](=O)[O-])c2)n1	0.2	-2.5	8.5	1.1	x	x	-0.5
CCSC(C)CC1CC(=O)CC(=O)C1 (stereo not drawn)	0.9	-2.6	5.9	2.5	x	x	-2.3
c1ccc(CCn2nnnc2CN2CCN(C3CCCC3)CC2)cc1	-3.7	2.6	x	-15.3	x	x	0.6
O=C(c1cccnc1)N1C[C@@H]2[C@H](c3ccccc31)[C@@H](CO)N2Cc1ccc2c(c1)OCO2	2.4	21.4[16.7 µM]	-0.4	-12.8	1.1	10.8	46.3
CC(=O)N1[C@@H](CO)[C@@H]2c3ccccc3N(S(=O)(=O)c3cccc(C)c3)C[C@@H]21	0.6	25.0[16.7 µM]	0.8	-6.2	1.3	2.6	-2.7
COCC(=O)Nc1ccc2c(c1)C(=O)N(C)[C@H]1CC[C@@H](CC(=O)NCC3CC3)O[C@H]1CO2	-3.3	10.3[16.7 µM]	-11.5	-14.7	6.4	4.0	-2.8
O=C(CN1C(=O)NC2(CCCC2)C1=O)N1CCN(c2ccccc2Cl)CC1	37.1	-6.8	-4.3	7.6	2.3	-1.6	-4.0
NC(=O)CSc1nnc2ccc(-c3ccc(Cl)cc3)nn12	x	x	-1.4	x	3.9	-1.9	x
COCCN(CC(=O)Nc1ccccc1C)S(=O)(=O)c1ccc(S(=O)(=O)N2CCCC2)cc1	13.8	-0.2	-14.0	x	x	x	-0.7
Cc1noc(C)c1NC(=O)N(C)C[C@@H]1OCCCC[C@@H](C)Oc2ccc(NC(=O)Nc3ccccc3)cc2C(=O)N([C@H](C)CO)C[C@H]1C	-3.6	7.0[16.7 µM]	-8.1	x	x	x	7.1
Cc1ccc2c(c1)-c1cc(C)nn1C(c1sccc1C)N2 (stereo not drawn)	2.4	9.9	x	2.6	x	x	-10.0
Cc1cccc(OS(=O)(=O)NC(=O)OCC2CCCN3CCCCC23)c1 (stereo not drawn)	-14.1	-4.0	-15.2	-3.1	-2.4	-0.3	-0.7
O=C(O)/C=C/c1cn(-c2ccccc2)nc1-c1ccccc1	-8.7	-0.7	-2.2	89.8*	-1.3	1.1	-1.6
C[C@H](NC(=O)[C@@H]1[C@@H](CO)[C@@H]2Cn3c(ccc(-c4cccnc4)c3=O)[C@@H]2N1C)c1ccccc1	1.5	-4.4[16.7 µM]	4.4	-3.5	1.8	-0.4	-0.1
Cc1ccc(C(=O)NCC2CCCO2)cc1N1CCCC1=O (stereo not drawn)	-9.1	-5.3	x	-15.3	x	x	-1.0
O=C(CCCN1C(=O)/C(=C\c2ccccc2)SC1=S)Nc1ccccc1O	x	x	-2.4	x	3.5	-2.5	x
COc1ccc(NC(=O)CSc2nc3ccccc3nc2N2CCOCC2)c(OC)c1	-2.5	-2.7	8.2	-0.1	-6.8	5.3	-0.9
Cc1nn(-c2ccccc2)c(Cl)c1/C=C1\SC(=S)N(CCCCCC(=O)O)C1=O	-5.6	0.0	1.0	17.0	-0.1	5.3	x
C[C@H]1CN([C@@H](C)CO)C(=O)c2cc(NS(=O)(=O)c3ccccc3)ccc2O[C@H]1CN(C)S(=O)(=O)c1ccc(Cl)cc1	-11.4	1.5[16.7 µM]	x	20.9	x	x	x
COc1ccc(OC)c(C2/C(=C(\O)c3ccc4c(c3)OCCO4)C(=O)C(=O)N2CC2CCCO2)c1 (stereo not drawn)	2.5	x	-29.2	1.6	8.4	1.2	-3.8
CC1C(=O)N(Cc2cn(Cc3ccco3)nn2)CCS(=O)(=O)N1Cc1ccc(-c2ccccc2)cc1 (stereo not drawn)	2.1	-13.4	x	-5.8	6.7	3.9	1.9
C[C@@H]1CN([C@H](C)CO)C(=O)c2cc(NS(=O)(=O)c3ccccc3)ccc2O[C@@H]1CN(C)S(=O)(=O)c1ccc(Cl)cc1	-2.3	57.6[16.7 µM]	x	8.9	x	x	x
CC(=O)N1CCN(c2ccc(NC(=O)C(C)Oc3ccc(Cl)cc3Cl)cc2)CC1 (stereo not drawn)	x	7.0	x	x	3.3	-2.1	1.4
COc1ccccc1N1CCN(Cc2ccc(OC)c(OC)c2OC)CC1	-7.2	-4.0	3.1	-7.1	x	x	0.3
S=c1nc2ccccc2c2nc(-c3ccccc3Cl)[nH]n12	19.1	x	-3.7	-10.6	-4.5	-2.3	x
CC(C)CC1C2C(=O)N(c3ccccc3)C(=O)C2ON1c1ccccc1 (stereo not drawn)	-2.2	-6.6	-12.4	0.0	1.0	-2.0	-0.9
CCCN(C)C[C@H]1Oc2ncc(Br)cc2C(=O)N([C@H](C)CO)C[C@H]1C	-1.7	-2.3[16.7 µM]	-28.4	1.9	-6.3	-0.2	-3.3
O=C(CC1SC(N2CCCCC2)=NC1=O)Nc1ccc(C(=O)NCc2ccccc2)cc1 (stereo not drawn)	-7.3	x	-16.8	3.2	-2.3	-4.0	2.6
N/C(=N\OC(=O)Cc1ccc(Cl)cc1)c1cccnc1	18.2	x	-5.7	7.4	9.8	0.7	-0.2
O=C(c1ccccc1)c1ccc(Oc2ccc(C(=O)O)c(C(=O)O)c2)cc1	-8.5	x	-8.4	16.1	-0.1	0.3	0.1
C[C@@H]1CN([C@H](C)CO)C(=O)c2cccc(NC(=O)c3cnccn3)c2O[C@@H]1CN(C)Cc1ccc(-c2ccccc2)cc1	1.3	-3.1[16.7 µM]	7.5	-23.5	-1.7	7.0	-0.6
Cc1ccc(CNC(=O)C2CCC(=O)N(Cc3cccc(F)c3)C2)s1 (stereo not drawn)	-5.3	7.3	x	1.6	2.3	x	1.8
Cc1noc(C)c1C(=O)N(CC(=O)NC1CCCC1)Cc1ccccc1F	-4.8	-1.4	-5.5	-2.2	-0.3	-13.5	11.4
CCCNC(=O)N1[C@@H]2CN(C(=O)Nc3cccc(Cl)c3)c3ccccc3[C@@H]2[C@@H]1CO	1.7	-8.3[16.7 µM]	-2.8	27.3	2.4	0.3	-4.1
O=C(CSc1nc(-c2ccccc2)cs1)NCCCN1CCCC1=O	5.7	1.6	1.0	-17.1	1.8	0.1	-2.7
Nc1ccc(C(=O)Nc2nccs2)cc1	16.8	2.9	14.9	2.6	-0.4	-0.5	2.0
O=C(Nc1ccon1)c1cccc(S(=O)(=O)N2CCCC2)c1	-9.5	-2.8	-0.6	-22.9	x	x	8.1
Cc1ccc(N2CCN(CC(O)COc3ccc([N+](=O)[O-])cc3)CC2)cc1 (stereo not drawn)	4.2	-6.7	3.0	5.4	-2.9	-4.4	7.0
CCn1c(/C=N/Nc2ccc(C(=O)O)cc2)nc2ccccc21	x	-1.6	-1.5	x	-0.1	-1.4	x
O=C(NC1CCCCC1)N1CCSC1=Nc1ccccc1	1.0	-6.6	-3.7	8.7	x	x	0.5
O=C(CS(=O)(=O)c1ccccc1)Nc1ccc(Cl)cn1	12.3	-1.0	2.1	-7.3	-3.6	-2.1	-1.8
CC(=O)NC12CC3CC(C1)CC(C(=O)N1CCN(S(=O)(=O)c4cccc(C(F)(F)F)c4)CC1)(C3)C2	-0.6	-8.6	-3.7	0.6	2.1	-4.2	x
COCC#Cc1ccc([C@@H]2[C@H](CO)N3CCCCN(S(=O)(=O)c4ccccc4C)C[C@@H]23)cc1	x	12.3[16.7 µM]	18.0	x	3.0	0.9	0.5
